# VP16 counter: counter-screen for ROR gamma inhibitors: Gal4-VP16 reporter; Drosophila S2 Gal4-VP16 UAS-luciferase, luminescence, 20 h; Potency, µM (highest dose often 53.6 µM), for inactives: at the top dose activity, negative = inhibition, hits mostly inhibitors; 310,000 compounds, 3.5% hits; AID 2546;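 note: Gal4-VP16 expression switched on by copper sulfate through the metallothionein promoter; potency is the fitted concentration of half-maximal effect; % is set by controls: 0 for no effect and ±100 for the full control effect; nearly all actives have a fitted effect of over 50% in size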
# FBPA coupling cs: counter-screen for Giardia aldolase inhibitors: coupling enzyme system. coupling enzyme system counterscreen, AmpLite Red fluorescence. activity change, negative = inhibition, % at 58.2 µM, hits read low. 290,000 compounds, 0.67% hits; in the data active = activity change below about -30%; note: % is set by controls: 0 for no effect and ±100 for the full control effect
#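 Activity here indicates interference with the coupling reaction, not aldolase inhibition. Compounds at 57.5 uM final met coupling enzymes for 10 min at RT; substrate and AmpLite Red detection followed, with a 525/598 nm fluorescence read after 20 min.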
# ELG1 genotox: induces genotoxicity in HEK293T cells with luciferase-tagged ELG1; 330,000 compounds, 1.3% hits; Potency, µM (highest dose often 46 µM), for the others: top-dose activity change, positive = activation, hits mostly activators; HEK293T ELG1-luciferase reporter, luminescence, 16 h; AID 504466; note: potency is the fitted concentration of half-maximal effect; % of control where 0% means no effect; nearly all actives have a fitted effect of over 60% in size
#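 Genotoxic stress is detected as increased luminescence from luciferase-tagged ELG1 in HEK293T cells, measured with ONE-Glo after a 16 hr treatment at 37 °C.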
# Rab9 promoter act: activators of Rab9 promoter; Huh7 Rab9 promoter-luciferase reporter, luminescence, 24 h; Potency, µM (top dose mostly 9.22 µM), inactives show at the highest dose activation, negative = inhibition, usual class: activators; 320,000 compounds, 2.8% hits; note: potency is the fitted concentration of half-maximal effect; % of control where 0% means no effect; nearly all actives have a fitted effect of over 60% in size
#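 Stable Rab9-luc Huh7, 1500 cells/well, 2 h settle; cmpd in DMSO, 24 h, 37 °C/5% CO2; luciferase reagent 10 min RT; luminescence.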
# KCNH2 3.1 inh: inhibitors of human KCNH2 3.1 potassium channel isoform; activity change, % (tested at about 1.8 µM); U2OS KCNH2 3.1, thallium flux FluxOr; stronger effect = lower value; AID 720553; 340,000 compounds, 0.95% hits;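 active = maximum activity change below -70%; inconclusive = maximum activity change from -70% to -50%; inactive = maximum activity change above -50%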;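 note: thallium influx rate constant from kinetic fluorescence after stimulation buffer; % is set by controls: 0 for no effect and ±100 for the full control effect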
#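 Normalized rate constant (relative to positive and negative DMSO controls) derived from a 2 min kinetic fluorescence read after stimulation; U2OS cells expressing the 3.1 isoform via virus at 1.77 x 10^8 /mL.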
# NPC1 promoter act: NPC1 promoter activation | Huh7 NPC1 promoter luciferase reporter, 24 h | Potency, µM (top dose mostly 9.22 µM), inactives show at the highest dose activation, most hits filed as activators | 320,000 compounds, 2.4% hits;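 note: potency is the fitted concentration of half-maximal effect; % of control where 0% means no effect; nearly all actives have a fitted effect of over 60% in size; reporter is driven by a mutant NPC1 promoter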
#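 Stable NPC1-promoter luciferase Huh7 line; cpd (DMSO) 24 h, 37 °C, 5% CO2; Amplite luciferase reagent 10 min RT; luminescence readout. qHTS format.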
# Tb PFK inh: inhibitors of T. brucei phosphofructokinase; T. brucei PFK, ADP-Glo luminescence; Potency, µM (titrated, usually from 57.5 µM), inactives show top-dose activity, negative = inhibition, most hits filed as inhibitors; O15648; 330,000 compounds, 0.17% hits; AID 485367;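 note: potency is the fitted concentration of half-maximal effect; 0% = uninhibited 1x PFK enzyme wells and -100% = no-enzyme wells; nearly all actives have a fitted effect of over 60% in size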
#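 Luminescent ADP detection (ADP-Glo, two-step: ATP depletion then ADP-to-ATP conversion for luciferase) reported PFK activity after 45 min room-temperature reaction of 1.25 nM enzyme with 0.5 mM F6P and 0.1 mM ATP at pH 8.0.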
# FLuc modulator: firefly luciferase modulation, counter-screen for miR-21 project; P08659; purified FLuc, Km substrates, luminescence inhibition; Potency, µM (doses to about 57.5 µM), without a hit: at the highest dose activity change, negative = inhibition, actives largely listed as inhibitors; 360,000 compounds, 6.9% hits;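 note: potency is the fitted concentration of half-maximal effect; plate controls were vehicle for no effect and reference inhibitor for full effect; nearly all actives have a fitted effect of over 55% in size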
# Target sequence (P08659 whole entry, looked up): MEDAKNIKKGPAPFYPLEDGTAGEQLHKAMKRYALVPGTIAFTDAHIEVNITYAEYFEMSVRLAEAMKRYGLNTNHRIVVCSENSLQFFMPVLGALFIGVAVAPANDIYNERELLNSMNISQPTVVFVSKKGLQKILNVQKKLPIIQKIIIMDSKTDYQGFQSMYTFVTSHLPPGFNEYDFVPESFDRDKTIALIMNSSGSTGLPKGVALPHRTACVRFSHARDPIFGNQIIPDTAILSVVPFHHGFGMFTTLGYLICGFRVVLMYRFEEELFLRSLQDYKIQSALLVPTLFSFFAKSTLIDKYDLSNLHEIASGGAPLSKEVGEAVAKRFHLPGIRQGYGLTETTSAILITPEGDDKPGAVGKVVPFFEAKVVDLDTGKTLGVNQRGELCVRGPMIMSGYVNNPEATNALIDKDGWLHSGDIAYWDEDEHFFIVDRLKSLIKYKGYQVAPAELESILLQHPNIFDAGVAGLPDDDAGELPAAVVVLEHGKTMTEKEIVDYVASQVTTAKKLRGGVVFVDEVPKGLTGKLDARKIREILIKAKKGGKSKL
#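 Biochemical qHTS of compounds, final roughly 60 µM downward over six points, against 10 nM purified firefly luciferase using Km concentrations of substrates (10 uM D-luciferin, 10 uM ATP) in Tris acetate pH 7.5 buffer; luminescence output.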
# RORgamma inh: blocks mouse ROR gamma transcriptional activity. P51450. Drosophila S2 Gal4-RORgamma UAS-luciferase reporter, 20 h. Potency, µM (top dose mostly 53.6 µM), for inactives: top-dose activity change, negative = inhibition, actives largely listed as inhibitors. 310,000 compounds, 5.4% hits. AID 2551; note: potency is the fitted concentration of half-maximal effect; % is set by controls: 0 for no effect and ±100 for the full control effect; nearly all actives have a fitted effect of over 60% in size
# Target sequence (P51450 whole entry, looked up, the tested form may be a part): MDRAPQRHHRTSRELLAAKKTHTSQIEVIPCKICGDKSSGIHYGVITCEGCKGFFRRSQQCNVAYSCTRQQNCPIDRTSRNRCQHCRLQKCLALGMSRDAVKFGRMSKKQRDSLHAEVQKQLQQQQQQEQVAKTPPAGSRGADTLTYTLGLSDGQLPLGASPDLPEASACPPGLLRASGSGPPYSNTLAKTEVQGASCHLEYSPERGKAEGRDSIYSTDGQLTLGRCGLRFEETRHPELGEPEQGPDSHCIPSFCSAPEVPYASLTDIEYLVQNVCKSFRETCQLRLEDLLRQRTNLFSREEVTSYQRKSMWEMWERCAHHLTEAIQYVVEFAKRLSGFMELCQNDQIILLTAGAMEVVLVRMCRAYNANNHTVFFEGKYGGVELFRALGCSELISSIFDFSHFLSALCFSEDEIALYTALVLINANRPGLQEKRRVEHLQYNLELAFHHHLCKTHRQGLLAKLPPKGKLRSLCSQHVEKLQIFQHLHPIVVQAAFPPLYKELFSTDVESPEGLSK
#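 ROR gamma transcriptional activity was tracked as Gal4-UAS luciferase output in stably transfected Drosophila Schneider cells, with compound added 1 hr before 700 uM copper sulfate induction and a 20 hr ambient-temperature incubation.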
# Giardia kill: Giardia lamblia killing. Giardia lamblia trophozoite viability. activity change, % at 7.66 µM, hits read low. 340,000 compounds, 0.15% hits. AID 540267; in the data active = activity change below about -80%; inconclusive = between about -30% and that limit;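 note: parasites exposed to compound for two days anaerobically before the ATP read; % is set by controls: 0 for no effect and ±100 for the full control effect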
#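 Giardia lamblia trophozoites (100 cells/well) were incubated with compounds for 48 h at 37 deg C under anaerobic conditions. Viability was read as ATP content by one-step luminescence after 15-30 min at room temperature.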
# uPA generation: inhibitors of cell surface uPA generation | cell surface uPA generation assay, qHTS | Potency, µM (highest dose often 38.3 µM), without a hit: at the highest dose activity change, negative = inhibition, hits mostly inhibitors | 330,000 compounds, 0.31% hits | AID 540303; active = well fitted inhibition curve with a large enough effect; inconclusive = small, poorly fitted or top-dose-only effect; inactive = no such curve, though single readings can be large or run the other way; tested in mouse RAW 264.7 cells; note: potency is the fitted concentration of half-maximal effect; % is set by controls: 0 for no effect and ±100 for the full control effect; nearly all actives have a fitted effect of over 55% in size
# The depositor's hits bear a star; ? = inconclusive; · = not tested or not shown; [ ] = dose if it differs, or a comment. Unless noted, calls come from the whole dose curve; as a rule, active = well fitted curve in the direction sought with a large enough effect; inconclusive = small, poorly fitted or top-dose-only effect, or another doubt; inactive = no such curve, though single readings can be large; an effect the other way counts as inactive or inconclusive.
SMILES,VP16 counter,FBPA coupling cs,ELG1 genotox,Rab9 promoter act,KCNH2 3.1 inh,NPC1 promoter act,Tb PFK inh,FLuc modulator,RORgamma inh,Giardia kill,uPA generation
Cc1cc(-c2n[nH]c(=S)n2/N=C/c2cccs2)n[nH]1,?,2,0%,-5%,-9,0%,5%,3%,-10%,7,-2%
CCOC(=O)CSc1ccc(S(=O)(=O)N2CCCCC2)cc1[N+](=O)[O-],-6%,-1,0%,0%,-8,-1%,-2%,3%,12%,8,6%
CC(=O)c1ccc(NC(=O)c2noc3c2CCC3)cc1,-27%,-2,-9%,?,-5,0.79µM*,-19%,12µM*,-37%,6,-6%
O=C(O)c1cccc(NS(=O)(=O)c2ccc(-c3ccc(S(=O)(=O)Nc4cccc(C(=O)O)c4)cc3)cc2)c1,5%,16,1%,-2%,-8,-2%,?,?,-7%,3,11%
O=C(Nc1cccc(-c2csc(Nc3ccccc3)n2)c1)c1ccccc1,4%,0,-3%,?,-79*,?,0%,1.7µM*,12%,-17,?
COc1ccc(CNC(=O)Nc2ccc(C)cc2C)cc1,?,-5,3%,-2%,-4,5%,-6%,-3%,-20%,-3,8%
CCCOc1ccccc1/C=N/Nc1ccnc(=O)[nH]1,-2%,0,4%,9%,0,-5%,-1%,6%,-5%,-5,2%
NC1=NC2=C(CCCC2)C2(CCCCC2)S1,-5%,0,-3%,0%,0,-5%,-5%,-1%,-36%,6,·
CCC1(C)Cc2c(sc3c2c(=O)n(C)c2nnc(SCc4ccc5c(c4)OCO5)n32)CO1 (stereo not given),-1%,-1,5%,-11%,-3,-5%,-3%,0%,4%,8,·
Cc1cccc(NC(=O)c2ccc(Cl)nc2)n1,-2%,0,18%,12%,-2,10%,-5%,-8%,30%,6,2%

# Compound profiles, from the list above. Order of values: VP16 counter	FBPA coupling cs	ELG1 genotox	Rab9 promoter act	KCNH2 3.1 inh	NPC1 promoter act	Tb PFK inh	FLuc modulator	RORgamma inh	Giardia kill	uPA generation
# CCCOc1ccccc1/C=N/Nc1ccnc(=O)[nH]1 in the list: -2%	0	4%	9%	0	-5%	-1%	6%	-5%	-5	2%
# O=C(Nc1cccc(-c2csc(Nc3ccccc3)n2)c1)c1ccccc1 in the list: 4%	0	-3%	?	-79*	?	0%	1.7µM*	12%	-17	?
# COc1ccc(CNC(=O)Nc2ccc(C)cc2C)cc1 in the list: ?	-5	3%	-2%	-4	5%	-6%	-3%	-20%	-3	8%
# Cc1cc(-c2n[nH]c(=S)n2/N=C/c2cccs2)n[nH]1 in the list: ?	2	0%	-5%	-9	0%	5%	3%	-10%	7	-2%

# Later entries.
SMILES,VP16 counter,FBPA coupling cs,ELG1 genotox,Rab9 promoter act,KCNH2 3.1 inh,NPC1 promoter act,Tb PFK inh,FLuc modulator,RORgamma inh,Giardia kill,uPA generation
CC(=O)C(C)n1cnc2scc(-c3ccc(C)cc3)c2c1=O (stereo not given),12%,-3,5%,-2%,-11,3%,1%,0%,?,-14,-21%
CC1c2cccn2CCN1S(=O)(=O)c1ccccc1 (stereo not given),·,·,-1%,-5%,10,8%,0%,·,·,14,-20%
O=[N+]([O-])c1ccccc1-c1ccc(/C=N/n2cnnc2)o1,-3%,3,3%,6%,-6,-1%,-3%,0%,17%,5,-7%
Cc1oc(-c2ccoc2)nc1CN(Cc1ccccc1)CC1CC1,3%,0,-8%,2%,-7,-6%,6%,1%,?,4,8%
CCOC(=O)/C(C)=C1\NC(C)(C)Cc2ccccc21,-5%,-2,0%,0%,-5,-5%,-2%,4%,-14%,-7,7%
Cc1sc2ncnc(SCC(=O)N3c4ccccc4Sc4ccc(Cl)cc43)c2c1C,1%,-2,0%,-5%,-11,-4%,8%,-1%,1%,-9,1%
COc1ccc(OC)c(CN2CCN(Cc3cc(=O)oc4cc(O)ccc34)CC2)c1,6%,2,-6%,-3%,?,1%,0%,0%,-12%,-6,-1%
COc1ccc(N(CC(=O)N/N=C/c2ccc(OC3CSC3)cc2)S(=O)(=O)c2ccccc2)cc1,-13%,0,1%,0%,-31,-2%,3%,9%,19%,8,-4%
COc1cccc(CN(C)C(=O)C2CCN(S(=O)(=O)c3ccc(C)cc3)CC2)c1OC,·,·,-1%,3%,-16,0%,4%,-1%,·,9,-27%
CCc1ccc(-c2cc3c(=O)n(CC(=O)NCCN4CCCCC4C)nc(C)n3n2)cc1 (stereo not given),-19%,1,5%,4%,-22,5%,-18%,?,-13%,1,4%

# 5 entries already listed, arranged by the number in RORgamma inh, highest first.
compound	Rab9 promoter act	NPC1 promoter act	Tb PFK inh	RORgamma inh	uPA generation
COc1ccc(N(CC(=O)N/N=C/c2ccc(OC3CSC3)cc2)S(=O)(=O)c2ccccc2)cc1	0%	-2%	3%	19%	-4%
O=[N+]([O-])c1ccccc1-c1ccc(/C=N/n2cnnc2)o1	6%	-1%	-3%	17%	-7%
Cc1sc2ncnc(SCC(=O)N3c4ccccc4Sc4ccc(Cl)cc43)c2c1C	-5%	-4%	8%	1%	1%
COc1ccc(OC)c(CN2CCN(Cc3cc(=O)oc4cc(O)ccc34)CC2)c1	-3%	1%	0%	-12%	-1%
CCOC(=O)/C(C)=C1\NC(C)(C)Cc2ccccc21	0%	-5%	-2%	-14%	7%

# Following part:
SMILES,VP16 counter,FBPA coupling cs,ELG1 genotox,Rab9 promoter act,KCNH2 3.1 inh,NPC1 promoter act,Tb PFK inh,FLuc modulator,RORgamma inh,Giardia kill,uPA generation
COc1ccc(N2CCN(CCNC(=O)c3c(C)cc(=O)oc3C)CC2)cc1,-4%,·,1%,-1%,2,1%,1%,-3%,12%,-8,·
O=[N+]([O-])c1cccc(S(=O)(=O)NCC2CC3CCC2C3)c1 (stereo not given),-1%,-2,1%,-1%[1.84 µM],-7,1%,-16%,-2%,-3%,-24,-11%
Cc1ccc2cc(C(c3nnnn3CC3CCCO3)N3CCc4ccccc4C3)c(=O)[nH]c2c1 (stereo not given),10%,-38*,11%,-10%,-4,-3%,-3%,0%,?,2,-2%
COc1ccccc1/C=C/C(=O)Nc1ccc(N2CCOCC2)cc1,-10%,-1,5%,0%,-8,-37%[inhibitor],-2%,-6%,3%,-3,3%
O=C(NCc1cccnc1)Nc1ccc(Br)cc1Cl,-8%,·,0%,-3%,11,-3%,-7%,1%,2%,20,2%
CCOC(=O)c1ccc2c(c1)N(Cc1ccccc1C)C(=O)c1ccccc1S2=O (stereo not given),22µM*,1,-5%,-6%,-6,-8%,-1%,-2%,-20%,16,·
CCn1c(SCC(=O)N2CCc3ccccc32)nnc1-c1ccncc1,1%,-8,-8%,-9%,1,-1%,-4%,1%,-18%,-5,5%
COC(=O)c1sc(S(=O)(=O)Nc2c(C)nn(C)c2C)c(C(=O)OC)c1C,·,·,-1%,-6%,-26,-4%,0%,6%,·,?,4%
CN1CCN(C(=O)c2ccc(N3CCCC3=O)cc2)CC1,7%,4,2%,-4%,2,-2%,0%,6%,-21%,3,6%
NC1=NC(=O)C2(COC(c3ccccc3Cl)OC2)S1 (stereo not given),-7%,3,1%,-4%,7,-8%,8%,5%,3%,4,3%
COc1ccccc1C(=O)Nc1ccc(-c2nnc(SCC(=O)O)n2C)cc1,-3%,6,8%,9%,0,-3%,0%,?,-11%,-16,2%
COc1ccccc1N1CCN(c2cc(=O)n(Cc3ccc(F)cc3)c(=O)[nH]2)CC1,-11%,1,-2%,0%,-6,-17%,1%,1%,25%,6,2.8µM*
CCOc1ccc(C(=O)NNC(=O)C2CC(=O)N(c3ccc(C)cc3)C2)cc1 (stereo not given),·,·,-1%,-5%,-5,9%,0%,-7%,·,2,4%
Cc1ccc(C(=O)Nc2cccnc2)cc1S(=O)(=O)N1CCCCCC1,6%,·,-18%,5%,12,10%,4%,?,44%,9,-14%
C/C(=C/c1ccccc1)C(=O)N1CCN(c2ccccc2)CC1,-9%,0,3%,11%,10,2%,-4%,-12%,4%,7,-7%
Cc1cc(C)nc(NS(=O)(=O)c2ccc(NC(=O)C(C)C)cc2)n1,0%,2,-1%,7%,4,7%,1%,-10%,-14%,-6,-5%
O=C(NCC(c1ccc(F)cc1)N1CCOCC1)c1cccnc1Sc1ccccc1 (stereo not given),·,·,-1%,0%,-19,-7%,0%,-2%,·,8,-1%
COC(=O)c1cccc(NC(=O)CCSc2ccc(Cl)cc2)c1C,3%,0,-3%,3%,-10,-2%,0%,-1%,0%,-1,1%
Cc1cccc(NC(=O)c2ccc(OCC3CCCO3)cc2)c1C (stereo not given),-5%,-1,14%,27%,-5,16%,-1%,?,20%,7,-2%
O=[N+]([O-])c1ccc(CN2CCC(Cc3ccccc3)CC2)cc1,4%,0,-6%,0%,?,-4%,-2%,6%,?,3,14%

# Assay outcomes (PubChem BioAssay)
